IMP-1 inh: IMP-1 metallo-beta-lactamase inhibitors, primary screen, biochemical, epi-absorbance readout, Pseudomonas aeruginosa enzyme. 0.45% of 290,000 active. purified IMP-1, nitrocefin hydrolysis, epi-absorbance fluorescence. inhibition, % at 5.6 µM;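 active means inhibition above the mean plus 3 SD of all compounds in the same screening run, cut at about 4.5% in these data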;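 further: 0% = IMP-1 with DMSO and 100% = DMSO wells lacking enzyme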
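Test system: recombinant IMP-1 enzyme, purified / Medium: HEPES buffer pH 7.1 with ZnSO4 and Brij 35 / Doses: single dose, 5.6 µM / Times: 25 °C, 15 min preincubation, 25 min reaction / Detection: Epi-absorbance via hydrolysed-nitrocefin quenching of white-plate fluorescence, 480/530 nm, EDTA stop / Evaluation: percent inhibition from optical density relative to buffer-blank wells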
MEKK2 WT-MEK5: modulators of MEK5 binding to wildtype MEKK2, primary screen, biochemical, multiplex bead flow cytometry, Alexa488-MEK5; Mitogen-activated protein kinase kinase kinase 2 (Homo sapiens), Q9Y2U5; Alexa488-MEK5 binding to MEKK2 WT; actives lie on both sides; binding response (% of control), % at 10 µM; 1.1% of 290,000 active; AID 1531, 2009; in the data active means binding response below about 67% or above about 130%
M18AAP inhibitor: PfM18AAP inhibitors, malaria aminopeptidase, primary screen, biochemical, QFRET, recombinant enzyme | M18 aspartyl aminopeptidase (Plasmodium falciparum 3D7) | H-Glu-NHMec fluorogenic cleavage | inhibition, % at 7.35 µM | 1.2% of 290,000 active | AID 1822, 2009;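 active means inhibition above the campaign mean inhibition over all tested compounds plus 3 SD, cut at about 28% in these data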;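 further: 0% = plate median of test compound wells and 100% = 2 mM ZnCl2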
UBC9 SUMO inh: inhibitors of in vitro SUMOylation cascade, primary screen, biochemical, HTRF, uHTS. 0.36% of 290,000 active. SUMO-conjugating enzyme UBC9 (Homo sapiens), P63279. AID 2006, 2009. HTRF SUMOylation assay, SAE1/SAE2 + UBC9. inhibition, % at 35 µM; in the data active means inhibition above about 50%, passing the limit was not always enough; further: strong numbers were not always called active
Target sequence (P63279 whole entry, looked up): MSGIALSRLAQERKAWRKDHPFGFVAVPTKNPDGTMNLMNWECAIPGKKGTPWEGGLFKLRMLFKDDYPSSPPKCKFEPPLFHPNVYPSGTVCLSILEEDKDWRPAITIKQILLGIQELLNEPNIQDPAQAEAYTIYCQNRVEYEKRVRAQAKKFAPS
NALP1 yeast inh: NALP1 inflammasome inhibitors in reconstituted yeast, colorimetric, S. cerevisiae, triplicate retest; S. cerevisiae NALP1/ASC/caspase-1 growth, X-gal OD620, 72 h; inhibition, % at 10 µM; 0.61% of 280,000 active; AID 2071, 2009; in the data active means inhibition mostly above about 24%, no sharp cut-off; inactive means mostly below about 32%; further: some compounds called inactive have numbers as strong as hits
VIM-2 inh: VIM-2 metallo-beta-lactamase inhibitors, primary screen, biochemical, epi-absorbance readout, Pseudomonas aeruginosa enzyme. purified VIM-2, nitrocefin hydrolysis, epi-absorbance fluorescence. 0.89% of 290,000 active. inhibition, % at 5.6 µM;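 active means inhibition above the mean of all tested compounds plus 3 SD, cutoff set per screening run, cut at about 7.5% in these data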;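 further: red hydrolysis product quenches plate fluorescence so inhibitors raise well fluorescence; 0% = enzyme with DMSO and 100% = DMSO without enzyme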
NS3 helicase inh: inhibitors of HCV NS3 helicase, primary screen, biochemical, Cy5 molecular beacon fluorescence; NS3 helicase DNA unwinding; inhibition, % at 10.9 µM; 0.56% of 290,000 active; Hepatitis C virus NS3 helicase;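 active means inhibition above the mean of all tested compounds plus 3 SD, set per campaign, cut at about 35% in these data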;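 further: 0% = DMSO wells and 100% = thioflavine S control wells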
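System: NS3 helicase fragment of HCV / Schedule: 1 h at 25 °C / Control set: DMSO alone as 0% and 110 µM thioflavine S as 100% / Reagent: Cy5/quencher beacon DNA duplex and ATP to start / Technique: Cy5 fluorescence / Replication: singlicate / Evaluation: % inhibition of end-to-start signal ratio versus controls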
FID counter: compounds displacing fluorescent DNA intercalator, primary screen, artefact control for HCV NS3 helicase inhibitor project, biochemical, FID fluorescence; 0.17% of 290,000 active; DNA fluorescent intercalator displacement; AID 1845, 2009; inhibition, % at 7.9 µM; in the data active means inhibition above about 37%;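 further: 0% = vehicle and 100% = reference compound; higher means more ethidium bromide displaced from hairpin DNA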
MEKK2mut PB1 HTS: MEK5 binding signal on mutant MEKK2 PB1, primary screen, biochemical, multiplex bead flow cytometry, Alexa488-MEK5. percent response, % at 10 µM. AID 1530, 2009. Alexa488-MEK5 binding to MEKK2 mutant. 0.35% of 290,000 active; in the data active means percent response above about 24%, passing the limit was not always enough; further: inactives centre near 1; some results filed as inactive read as strong as hits
The depositor's hits bear a star; nt = not tested or not shown. This is a random part of the collection. About 4.7% of those tested had a hit in this group.

Values run as follows: IMP-1 inh	MEKK2 WT-MEK5	M18AAP inhibitor	UBC9 SUMO inh	NALP1 yeast inh	VIM-2 inh	NS3 helicase inh	FID counter	MEKK2mut PB1 HTS
CSc1nsc2nc(=O)c(/C=C3\C(C)=Nc4ccccc43)c(N)n12
    -2.1	99	9	3	16	-1.8	12	-2	-3
COc1ccc(CN2CCN(Cc3ccc(CO)o3)CC2CCO)cc1C (centres undefined)
    -2.5	113	7	-4	2	-3.2	13	-4	9
Cc1cccc(OCC(=O)NNC(=O)CSc2ncc(C#N)c(N)n2)c1
    -1.2	95	14	17	22	-1.4	-1	-2	-3
CCOc1ccc(-n2c(-c3ccc(Br)cc3)c[n+]3c2CCCCC3)cc1
    -1.7	109	10	-14	10	-1.7	-20	23	1
CSc1ccc(/C=N/n2c(C)cc(C)cc2=O)cc1
    -3.5	88	-3	7	5	-1.5	-2	-1	-2
C=CCN1C(=O)CS/C1=N/c1nccs1
    -1.5	112	2	-1	nt	-2.4	-1	0	8
CC(C)(SC(=S)N1CCOCC1)C(=O)O
    -0.9	105	-3	12	11	0.2	-5	-1	7
COC(=O)C1=C(C)N(C)C(=O)/C1=C\c1cccs1
    -3.2	109	-3	-7	8	-3.1	1	0	4
CCOc1ccc(Oc2c(C)oc3cc(O)ccc3c2=O)cc1
    1.0	89	-4	35	25*	1.0	-7	-16	-11
C[C@H](NC(=O)c1nc[nH]c1C(=O)NCC(=O)OC(C)(C)C)C(=O)OCc1ccccc1
    0.1	108	2	2	3	-3.4	-8	-43	-2
Cc1cc(O)c(NC(=O)c2ccc(Br)o2)cc1C
    -7.2	99	18	3	nt	-0.6	6	-5	-4
CC(=C/c1ccccc1)/C=N/N1CCN(Cc2ccc(C)cc2)CC1
    -3.8	104	-2	-7	-3	-3.5	-12	-6	6
COc1ccccc1N1CCN(S(=O)(=O)c2cc(C(F)(F)F)cc(C(F)(F)F)c2)CC1
    0.1	90	-3	-10	20	-0.3	6	-2	-3
COC(=O)Nc1ccc(S(=O)(=O)N(CCO)CC(F)(F)C(F)F)cc1
    -1.1	102	4	-27	2	-2.3	-2	2	0
COc1cccc(/C=N/NC(=O)c2cc3c(OC)c(OC)ccc3[nH]2)c1OC
    -5.2	100	0	-5	28	-3.3	-15	-25	-1
CCN(Cc1ccc2c(c1)OCO2)C(=O)/C=C/c1cccc(Br)c1
    -1.6	97	4	-4	15	0.2	-12	-34	-5
C=C(C)C(=O)N1CC2(CC(c3cccc(NC(=O)c4ccccc4)c3)=NO2)C[C@@H]1C(N)=O (some centres undefined)
    -1.5	107	-1	1	11	-1.9	1	-11	4
CC(=O)c1nn(-c2cccc(Br)c2)cc1C(=O)c1ccccc1
    0.2	89	-6	4	14	-0.6	-2	-6	-10
COCCOC(=O)c1c(C)oc2ccc(OC(=O)c3cccs3)cc12
    -3.3	75	-4	25	12	-2.5	-6	-26	-10
O=C(NNc1ccc([N+](=O)[O-])cc1)C1CC2CCCC(C1)C2=O (centres undefined)
    -3.2	103	26	7	22	-1.6	19	1	3
Cc1oc(-c2cccc(Cl)c2)nc1CS(=O)(=O)CC(=O)NC1CC1
    -2.8	103	-1	5	-12	-2.5	3	-25	3
COc1cccc(N=C2SC(C(=O)Nc3ccc(F)cc3)CC(=O)N2C)c1 (centres undefined)
    0.7	100	15	15	0	1.1	-7	-12	4
O=C(COC(=O)CSc1cc(Cl)ccc1Cl)NCc1ccc2c(c1)OCO2
    -2.9	106	4	-16	8	-0.8	-1	-16	9
CC(=O)c1cc(-c2ccccc2)n(CC(=O)NC2CCCC2)c1C
    0.2	110	-3	-15	0	0.1	-15	-11	13
CN1CCN(CCP(=O)(c2ccccc2)c2ccccc2)CC1
    -1.1	93	3	-8	nt	-1.8	3	-1	-2
COc1cccc(NC(=O)C2C3C=CC(O3)C2C(=O)O)c1 (centres undefined)
    -1.2	101	-2	-2	7	-1.2	-11	-1	0
CCC(C(=O)Nc1ccccc1-c1ccccc1)c1ccccc1 (centres undefined)
    -3.8	94	-7	3	8	-3.1	-5	-18	-4
Cc1ccc([N+](=O)[O-])cc1S(=O)(=O)Nc1ccc(C(=O)N(C)C)cc1
    -3.5	98	0	-4	-18	-2.1	2	-2	3
COC(=O)c1cccc(NC(=O)c2ccc3c(c2)C(=O)N(CC2CCCO2)C3=O)c1 (centres undefined)
    -2.8	106	-4	5	40	-1.2	8	-13	5
Cc1nc(C(=O)NNC(=O)c2ccc(C(F)(F)F)cc2)cs1
    -2.8	96	0	-10	nt	-2.5	10	-3	-2
O=C(Nc1ccc2[nH]ccc2c1)c1cccs1
    -1.3	93	-7	28	nt	-1.9	-3	-3	2
Cc1ccc(C)c(Cn2nnc3c(=O)[nH]c(C4CCCN(C(=O)c5cccs5)C4)nc32)c1 (centres undefined)
    -2.3	90	-4	3	14	-0.9	-3	-49	-5
COc1cc(OC)c(NS(=O)(=O)c2cc(C(=O)OC(C)C(=O)NC3CC3)c(Cl)cc2Cl)cc1Cl (centres undefined)
    -1.7	98	0	4	17	0.2	1	-24	-1
Cc1cc(NC2CCCCC2)nc(N2CCOCC2)n1
    -0.9	100	-9	5	-2	-0.5	0	2	1
Cn1c(SCC(=O)Nc2cccc(S(=O)(=O)N3CCOCC3)c2)nnc1-c1ccncc1
    -2.0	105	6	-7	14	-3.2	5	-5	3
COc1ccc(-n2cnc3sccc3c2=O)cc1
    -2.8	101	-1	-16	10	-4.0	-1	-5	0
COc1cccc(OC)c1C(=O)Nc1ccc(Br)c(C(=O)c2ccccc2)c1
    -3.6	93	7	-7	10	-2.1	-12	-37	-1
COc1ccc(-n2ncc(C(C)NS(=O)(=O)c3cc(F)ccc3C)c2C)cc1 (centres undefined)
    -1.8	104	-3	9	1	-1.9	2	-43	0
O=C(O)COc1ccc(NC(=O)c2ccc3c(c2)C(=O)N(Cc2ccccc2)C3=O)cc1
    -1.8	84	-9	4	26	0.2	6	-27	-12
O=C(Nc1ccccn1)c1ccc(C(=O)Nc2ccccn2)cc1
    -0.5	107	5	5	-4	-1.6	-8	-11	2
S=c1nc[nH]c2c1ncn2C1CCCO1 (centres undefined)
    -3.2	102	5	18	0	-3.3	-1	-7	10
CCOC(=O)N1CCN(C(=O)c2ccccc2NC(=O)COc2ccccc2)CC1
    -1.8	107	1	8	27	-0.5	-2	-26	11
CCC1=NN2C(=N)/C(=C/c3cc(C)n(Cc4ccccc4)c3C)C(=O)N=C2S1
    -1.3	94	-7	15	17	-2.1	-7	-25	-10
Cc1nc(C)c(C(=O)OCC(=O)N2CCN(c3ccccc3)CC2)s1
    -2.4	92	4	-4	12	-1.9	4	-11	1
Cc1cc(C)c2cc(CN(Cc3ccco3)C(=O)NCc3ccccc3)c(=O)[nH]c2c1
    -2.2	94	35*	2	-23	-0.7	3	-19	-5
CCC(C)NC(=O)Cn1c(COc2ccc(Cl)cc2Cl)nc2ccccc21 (centres undefined)
    -0.4	108	-6	-2	30	-3.2	3	0	14
Cc1c(N2C(=O)C(=O)/C(=C(/O)c3ccc(Br)cc3)C2c2cccnc2)c(=O)n(-c2ccccc2)n1C (centres undefined)
    -3.8	92	3	11	12	-1.4	-21	-38	-3
N/C(=N\OC(=O)Cc1ccc(-c2ccccc2)cc1)c1cccc([N+](=O)[O-])c1
    -1.6	94	1	-8	20	1.5	-3	5	1
O=C(Nc1ccc2c(c1)OCCO2)c1cccnc1Oc1ccc(Cl)cc1
    0.3	96	-3	-5	nt	-1.4	2	-27	0
O=C(Nc1cccc(Cl)c1)OCc1cn(-c2ccccc2)nn1
    -0.4	100	2	-5	-12	0.2	-13	-18	0
CN(Cc1ccccc1F)C(=O)COc1ccc(C(=O)c2ccccc2)cc1
    0.5	93	-9	8	15	2.1	-16	-37	-6
O=C(OCCCOC(=O)c1cc[n+]([O-])cc1)c1cc[n+]([O-])cc1
    -3.4	100	5	12	2	-6.2	-2	-2	5
Cc1cc2nc(C)n(CCCNC(=O)Nc3ccccc3)c2cc1C
    -3.6	105	-10	13	16	-5.9	0	9	0
COc1ccc(C(=O)Nc2nc3ccccc3[nH]2)cc1OC
    -1.3	112	6	7	2	-3.0	0	-11	5
COC(=O)C(C)Sc1nnc(Cc2cc(=O)[nH]c(=O)[nH]2)n1-c1cc(C)ccc1C (centres undefined)
    -3.5	100	4	-5	4	-0.3	2	-13	2
O=C(CSc1nc(-c2ccccc2)cs1)NCCN1C(=O)CSC1=O
    -5.7	112	0	10	-10	-2.7	11	19	4
COc1ccc(CN2CCN(C(=O)c3cccs3)CC2)cc1
    0.7	109	-8	7	8	-1.0	-2	-2	12
Cc1cc(C)c(C(N)=O)c(SCC(=O)c2cc(C)c(C)cc2C)n1
    -2.5	101	2	12	23	-2.5	0	-23	11
O=C(NC(=S)Nn1cnnc1)c1ccccc1Br
    1.0	97	79*	-9	nt	5.6	-2	4	0
CCOc1ccc(C(C)=O)cc1CN1C(=O)C(=O)N(CC)C1=O
    -2.3	95	-7	3	36	-1.9	26	-6	0

Three compounds from above, sorted by the value under NALP1 yeast inh, highest first.
canonical_smiles | NALP1 yeast inh
N/C(=N\OC(=O)Cc1ccc(-c2ccccc2)cc1)c1cccc([N+](=O)[O-])c1 | 20
COC(=O)C(C)Sc1nnc(Cc2cc(=O)[nH]c(=O)[nH]2)n1-c1cc(C)ccc1C (centres undefined) | 4
S=c1nc[nH]c2c1ncn2C1CCCO1 (centres undefined) | 0

Continuation.
Values run as follows: IMP-1 inh	MEKK2 WT-MEK5	M18AAP inhibitor	UBC9 SUMO inh	NALP1 yeast inh	VIM-2 inh	NS3 helicase inh	FID counter	MEKK2mut PB1 HTS
O=C1OCCN1CC(=O)N1CCc2c([nH]c3ccccc23)C1c1ccccn1 (centres undefined)
    -2.9	88	3	11	0	-2.6	5	-10	-7
Cn1c(=NC(=O)CN2C(=O)C3CC=CCC3C2=O)sc2ccccc21 (centres undefined)
    -1.9	104	-5	3	0	0.3	-1	-11	2
COc1cc(C2C(C(=O)N3CCOCC3)=C(C)NC3=C2C(=O)CCC3)ccc1OC(C)=O (centres undefined)
    -5.1	102	12	15	35	3.4	10	-7	-5
COc1c(OC(C)=O)ccc(/C=C/c2ccc3cccc(OC)c3n2)c1[N+](=O)[O-]
    1.1	100	17	-13	24	2.5	29	-7	0
Cc1ccc2nc(NC(=O)CSc3ncnc4c3oc3ccccc34)sc2c1
    -5.1	nt	2	11	21	-4.8	1	-1	nt
